BoNT-F LC inh – BoNT/F light chain protease inhibitors, primary screen, biochemical, flow cytometry, MLPCN library; Botulinum neurotoxin type F light chain protease (Clostridium botulinum); Multiplex microsphere protease cleavage assay; inhibition, % at 10 µM; 0.22% of 360,000 active; AID 588497, 2011; in the data active = inhibition above about 35%, passing the limit was not always enough; inconclusive = no clear call, values can overlap the other calls; note: plate controls were buffer without enzyme for full effect and enzyme alone for no effect
GDH-TPI inh – GDH-TPI coupling enzyme inhibitors, primary screen, artefact control for M. tuberculosis FBA inhibitor project, biochemical, absorbance, full deck | GDH-TPI coupled enzyme counterscreen, NADH absorbance | inhibition, % at 4.8 µM | 1.2% of 360,000 active | AID 588335, 2011; in the data active = inhibition above about 30%;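 note: 0% = DMSO wells and 100% = wells lacking the enzyme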
BioA inh – M. tuberculosis BioA enzyme inhibitors, primary screen, biochemical, plate reader, single point, HTS | inhibition, % at 9.99 µM | 0.096% of 360,000 active | AID 602481, 2012 | purified M. tuberculosis BioA enzyme; in the data active = inhibition above about 40%; inconclusive = no clear call, values can overlap the other calls
FBA Mtb inh – Mtb FBA enzyme inhibitors, primary screen, biochemical, fluorescence, strain H37Rv. purified M. tuberculosis FBA, fluorescence read-out. inhibition, % at 1 µM. 2.3% of 360,000 active; in the data active = inhibition above about 27%;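 note: 0% = vehicle and 100% = reference inhibitor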
Anthrax LF prot – Bacillus anthracis LF protease inhibitors, primary screen, biochemical, multiplex microsphere, MLPCN library. inhibition, % at 10 µM. multiplex microsphere protease cleavage assay. Lethal factor (Bacillus anthracis), P15917. 0.12% of 360,000 active; note: plate controls were buffer without enzyme for full effect and enzyme alone for no effect
Target sequence (P15917 whole entry, looked up): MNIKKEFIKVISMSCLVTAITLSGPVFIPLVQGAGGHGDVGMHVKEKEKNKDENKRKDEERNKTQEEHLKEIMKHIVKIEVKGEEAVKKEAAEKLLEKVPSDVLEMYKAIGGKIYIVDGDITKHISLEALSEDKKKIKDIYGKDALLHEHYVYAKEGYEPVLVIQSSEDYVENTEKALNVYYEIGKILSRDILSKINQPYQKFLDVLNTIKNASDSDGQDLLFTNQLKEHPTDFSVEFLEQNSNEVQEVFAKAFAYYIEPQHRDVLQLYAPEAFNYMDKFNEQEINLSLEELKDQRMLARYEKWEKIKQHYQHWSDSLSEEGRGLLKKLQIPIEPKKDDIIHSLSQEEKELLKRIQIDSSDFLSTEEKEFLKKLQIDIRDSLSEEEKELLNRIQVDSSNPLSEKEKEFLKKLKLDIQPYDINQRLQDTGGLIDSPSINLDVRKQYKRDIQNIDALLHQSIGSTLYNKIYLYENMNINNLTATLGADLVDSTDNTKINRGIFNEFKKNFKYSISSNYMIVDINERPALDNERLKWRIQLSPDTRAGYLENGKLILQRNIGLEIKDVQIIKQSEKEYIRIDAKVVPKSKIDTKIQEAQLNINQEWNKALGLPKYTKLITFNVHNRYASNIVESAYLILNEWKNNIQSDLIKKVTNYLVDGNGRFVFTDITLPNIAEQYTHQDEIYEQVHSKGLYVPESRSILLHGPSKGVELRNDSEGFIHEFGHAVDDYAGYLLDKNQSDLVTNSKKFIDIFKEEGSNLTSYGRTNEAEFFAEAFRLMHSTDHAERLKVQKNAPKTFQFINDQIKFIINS
PfHsp40 yeast – rescue of yeast from PfHsp40 toxicity, primary screen, S. cerevisiae, ATP luminescence. S. cerevisiae expressing PfHsp40, growth rescue. growth rescue, % at 12.5 µM. AID 504582, 2011. 0.68% of 340,000 active; in the data active = growth rescue above about 28%, passing the limit was not always enough; inconclusive = no clear call, values can overlap the other calls;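 note: yeast W303a lacking pdr1 and pdr3 grown in galactose medium; growth measured after three days at 30 °C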
FadD28 binding – inhibitors of FadD28 bisubstrate probe binding, primary screen, biochemical, fluorescence polarization, single point | inhibition, % at 12.5 µM | 0.22% of 360,000 active | AID 588549, 2011; in the data active = inhibition above about 8.5%, passing the limit was not always enough; inconclusive = no clear call, values can overlap the other calls
BoNT-A LC inh2 – BoNT/A light chain protease inhibitors, primary screen, biochemical, flow cytometry, MLPCN library | multiplex microsphere protease substrate cleavage | 0.17% of 360,000 active | Botulinum neurotoxin type A light chain protease (Clostridium botulinum A str. ATCC 3502) | inhibition, % at 10 µM; note: plate controls were buffer without enzyme for full effect and enzyme alone for no effect
Mtb UGM inh – M. tuberculosis UGM enzyme inhibitors, primary screen, biochemical, fluorescence polarization, single point | UDP-galactopyranose mutase (Mycobacterium tuberculosis (strain ATCC 25618 / H37Rv)), … | purified UGM, fluorescence polarization probe displacement | inhibition, % at 10 µM | 0.06% of 320,000 active | AID 504406, 2011; in the data active = inhibition above about 10%, passing the limit was not always enough; inconclusive = no clear call, values can overlap the other calls
The depositor's hits bear a star; ? = inconclusive; nt = no result given. Cut-off read from the data, not from the text of the source, unless noted: active = inhibition above about 30%; inconclusive = no clear call, values can overlap the other calls; inactive = below that.

SMILES	BoNT-F LC inh	GDH-TPI inh	BioA inh	FBA Mtb inh	Anthrax LF prot	PfHsp40 yeast	FadD28 binding	BoNT-A LC inh2	Mtb UGM inh
OCCN1CCN(c2ncnc3c2ncn3[C@H]2CN(Cc3ccc(F)cc3)C[C@@H](CO)O2)CC1	7	7	-0.5	3	-7	nt	-1.3	0.2	nt
O=C(Nc1ccc2c(c1)OCO2)N1CCN(S(=O)(=O)c2ccc(Cl)cc2)CC1	-15	-7	12	0	-4	-1.0	0.0	-1.3	-0.8
Cc1ccccc1C(=NC(=O)c1ccccc1)c1ccccc1	-21	-5	0.6	2	-4	2.0	-0.6	-1.0	-3.7
COc1ccc(NC(=O)c2ccccn2)cc1OC	-8	5	nt	1	0	-0.5	0.6	1.2	-0.2
CC1(C(=O)NCc2ccccc2)Oc2ccccc2NC1=O (configuration not stated)	-9	8	-1.5	-1	-1	-1.3	-3.8	0.0	0.7
Cc1cc(C)nc(Sc2ncnc(N)c2[N+](=O)[O-])n1	-3	8	0.7	3	2	-1.7	-0.8	-0.9	2.7
Cc1ccc(Sc2ccc(C=C3C(=O)N(C)C(=O)N(C)C3=O)o2)cc1	2	-7	nt	0	-6	1.2	-5.4	0.0	1.2
O=C(CCc1ccccc1)N1CCN(c2ccccn2)CC1	-12	1	nt	4	-1	-0.3	1.0	0.2	0.2
CCOC(=O)C(NC(=O)C1C(C)N1S(=O)(=O)c1ccc(C)cc1)C(=O)OCC (configuration not stated)	-2	-5	-1.0	0	-4	2.9	-3.9	-1.4	3.2
CC(=O)NS(=O)(=O)c1ccccc1	-5	-4	-0.4	0	-2	-1.3	-1.2	-1.1	-2.1
CCCC1(c2ccccc2)NC(=O)N(CCN2C(=O)c3ccccc3C2=O)C1=O (configuration not stated)	-12	6	1.4	0	0	-0.4	-2.7	0.0	-0.6
COc1ccc(C(=O)N2CCN(C(=O)c3ccc(-c4ccccc4)cc3)CC2)cc1OC	-6	2	nt	3	-1	-0.5	-1.6	-0.4	1.9
CCCN(C(=O)CSc1nnc(-c2ccncc2)n1CCC)c1c(N)n(Cc2ccccc2)c(=O)[nH]c1=O	-2	-4	-0.5	2	-7	nt	0.4	-0.4	nt
Cc1sc2ncnc(N[C@@H](CCC(=O)O)C(=O)O)c2c1C	-2	6	-0.6	-1	4	0.4	-2.0	0.0	-1.6
COc1ccc(Cl)cc1NC(=O)CCNS(=O)(=O)c1cccc2nonc12	-5	2	0.5	-1	2	-1.0	-5.6	-1.5	0.1
CC(=O)Nc1ccc(S(=O)(=O)N[C@@H](C)C(=O)OCC(=O)c2ccc(C)cc2)cc1	12	2	-0.3	2	1	-0.4	-2.1	0.9	-0.5
Cn1c(SCC(=O)N2CCCc3ccccc32)nnc1-c1cccs1	1	-10	-0.3	-2	-4	-0.4	0.3	-1.0	0.0
COc1ccccc1CNC(=O)CS(=O)(=O)c1ccccc1	-5	0	-0.3	2	-1	-1.1	-0.3	0.2	-7.7
COc1ccccc1OCC#CCn1ccnc1	-4	-13	nt	-2	0	-0.1	-4.1	-1.1	-0.4
O=C(CN1CCN(S(=O)(=O)c2ccc(Cl)s2)CC1)NCc1ccc(Cl)cc1	1	-8	0.1	-1	0	-1.6	-7.4	?	2.3
N#Cc1c(N)n(CCCN2CCOCC2)c2nc3ccccc3nc12	-2	18	-4.2	192*	2	-0.1	-0.4	1.6	-0.4
COC(=O)C1=C(c2cc3ccccc3s2)C[C@@H]2CC[C@H]1N2C(=O)N1CCCCC1	-2	-4	0.4	0	-7	2.6	-1.7	0.0	0.5
CNCc1ccc(OCc2ccccc2)c(OC)c1	-8	7	-1.1	0	4	-1.2	-0.8	0.5	2.8
O=C(CCN1C(=O)/C(=C/c2ccccc2F)SC1=S)N[C@@H](CO)Cc1ccccc1	-5	15	-1.1	3	-4	2.9	0.5	-0.5	3.1
O=C(O)c1cc(-c2cccs2)nc2ccc(Br)cc12	?	13	nt	17	-2	-0.3	-1.1	-0.5	-0.5

7 consecutive entries out of the list so far:
SMILES	BoNT-F LC inh	GDH-TPI inh	BioA inh	FBA Mtb inh	Anthrax LF prot	PfHsp40 yeast	FadD28 binding	BoNT-A LC inh2	Mtb UGM inh
OCCN1CCN(c2ncnc3c2ncn3[C@H]2CN(Cc3ccc(F)cc3)C[C@@H](CO)O2)CC1	7	7	-0.5	3	-7	nt	-1.3	0.2	nt
O=C(Nc1ccc2c(c1)OCO2)N1CCN(S(=O)(=O)c2ccc(Cl)cc2)CC1	-15	-7	12	0	-4	-1.0	0.0	-1.3	-0.8
Cc1ccccc1C(=NC(=O)c1ccccc1)c1ccccc1	-21	-5	0.6	2	-4	2.0	-0.6	-1.0	-3.7
COc1ccc(NC(=O)c2ccccn2)cc1OC	-8	5	nt	1	0	-0.5	0.6	1.2	-0.2
CC1(C(=O)NCc2ccccc2)Oc2ccccc2NC1=O (configuration not stated)	-9	8	-1.5	-1	-1	-1.3	-3.8	0.0	0.7
Cc1cc(C)nc(Sc2ncnc(N)c2[N+](=O)[O-])n1	-3	8	0.7	3	2	-1.7	-0.8	-0.9	2.7
Cc1ccc(Sc2ccc(C=C3C(=O)N(C)C(=O)N(C)C3=O)o2)cc1	2	-7	nt	0	-6	1.2	-5.4	0.0	1.2

Following part.
SMILES	BoNT-F LC inh	GDH-TPI inh	BioA inh	FBA Mtb inh	Anthrax LF prot	PfHsp40 yeast	FadD28 binding	BoNT-A LC inh2	Mtb UGM inh
COc1ccc(CCC(=O)NCCS(=O)(=O)N2CCN(c3ccccc3F)CC2)cc1	nt	7	-1.1	0	nt	1.3	-2.2	nt	1.4
O=C(NCc1ccco1)C(c1ccncc1)N(C(=O)Cc1cccs1)c1ccccc1 (configuration not stated)	-1	6	-1.0	3	-7	0.4	-2.2	-0.6	2.9
O=C1CCCC/C=C\C[C@H](CC(=O)N(CCO)Cc2ccccc2)C(=O)N2CCC[C@@H]2CO1	-2	9	-1.8	-1	0	0.0	-2.2	-0.3	2.9
COc1ccc2[nH]c3c(c2c1)CCN1C(=O)N([C@@H](C)C(=O)NCc2ccco2)C(=O)[C@]31C	-7	-4	-1.1	-2	-4	-0.8	-2.9	-0.8	2.2
CCN(CC(=O)Nc1c(F)cccc1F)C(=O)CN1C(=O)C2CCCCC2C1=O (configuration not stated)	1	-12	-2.8	-2	1	-0.7	-2.9	-0.2	-1.2
O=C(NCC1CCCCC1)c1csc([C@@H]2O[C@H](CO)[C@H](O)[C@H](O)[C@H]2O)n1	-7	0	-0.1	2	-5	nt	0.1	0.0	nt
COc1ccc(N2CCN(C(=O)c3csc4ccccc34)CC2)cc1	-4	11	6.1	-2	-3	0.3	0.1	-0.9	-2.1
COc1cc(-n2c(=O)c3ccccc3n(Cc3ccccc3)c2=O)cc(OC)c1OC	-5	5	-1.6	-1	-6	-1.7	-1.4	-0.5	-0.1
Cc1cc(C(=O)COC(=O)c2ccc(Cl)c(S(N)(=O)=O)c2)c(C)n1CC1CCCO1 (configuration not stated)	3	10	nt	-3	6	0.0	-5.1	-3.8	-0.7
COc1ccc2ccccc2c1/C=N/NC(=O)c1nnn(-c2nonc2N)c1C(C)C	8	17	-4.3	3	3	1.1	-0.8	0.0	1.7
COCCNc1nc(NCCOc2ccccc2)c2sc(-c3ccccc3)cc2n1	-6	14	0.4	2	-5	nt	-1.0	2.6	nt
COc1ccccc1NC(=O)c1nn(-c2cccc(C(F)(F)F)c2)ccc1=O	-6	26	1.1	0	-1	0.3	0.3	-0.8	-0.9
CC(=O)Nc1cccc(C(=O)NC2CCCc3c2cnn3-c2ccccc2F)c1 (configuration not stated)	-4	3	0.9	-2	-3	-0.6	-0.2	-0.2	0.6
O=C(O)c1ccc(OCC(F)(F)F)nc1	-1	4	nt	2	-2	0.9	0.4	0.1	1.5
COc1ccc(C)c2sc(N3CCCC3)nc12	6	-5	1.0	-1	-6	1.3	-1.4	-0.5	1.0
O=C(NCc1ccco1)C1Cc2cc(Cl)ccc2O1 (configuration not stated)	-13	2	-0.7	0	-8	1.7	-0.3	-3.3	-0.5
COC(=O)c1ccccc1CCC(C)=O	4	-9	nt	3	-3	0.2	-3.8	0.2	0.5
Cc1cc(C(=O)OCC(=O)NCc2ccc3c(c2)OCO3)c2ccccc2n1	-8	-1	nt	1	-6	1.3	-4.4	-1.2	0.5
O=C(N/N=C/c1ccoc1)c1ccccc1F	0	-9	29	1	-1	-0.1	1.3	-1.0	1.4
c1ccc2c(c1)CC1CNCc3cccc(c31)S2 (configuration not stated)	13	4	nt	4	0	-1.9	-1.7	1.8	0.4
CC1(C)CC[C@]2(C(=O)O)[C@H](O)C[C@]3(C)C(=CCC4[C@@]5(C)C[C@H](O)[C@H](O)[C@@](C)(CO)C5CC[C@]43C)[C@@H]2C1 (some centres not stated)	-3	3	0.4	1	-2	-0.7	-2.5	0.4	3.5
CSc1ccc(/C=C(\NC(=O)c2ccc(C)cc2)C(=O)NN)cc1	-14	16	-4.1	-1	6	nt	-2.1	0.4	-1.2
CCN(C(=O)CN1C=NS(=O)(=O)c2ccccc21)c1ccccc1	10	0	0.2	-1	-3	-0.5	-5.3	0.8	0.0
O=C(CNC(=O)c1cccc(OC(F)F)c1)OCC(=O)c1ccccc1	2	-2	-0.3	-1	-5	-0.6	-0.8	0.2	0.5
CCCn1c(=N)c(C#N)cc2c(=O)n3ccccc3nc21	0	0	nt	34*	-3	0.5	0.2	0.9	-0.3

Further results
SMILES	BoNT-F LC inh	GDH-TPI inh	BioA inh	FBA Mtb inh	Anthrax LF prot	PfHsp40 yeast	FadD28 binding	BoNT-A LC inh2	Mtb UGM inh
COCCn1c(=S)[nH]c2sc3c(c2c1=O)CCC(C)C3 (configuration not stated)	2	11	1.8	5	-3	1.2	12*	-0.6	4.1
COc1cccc(/C=C/C(=O)OCC(=O)NC(=O)NC2CCCC2)c1	2	-6	1.1	15	9	8.1	-2.2	0.5	-1.4
CSc1cccc(NC(=O)C2C3C=CC4(O3)C2C(=O)N(CCN2CCOCC2)C4C(=O)NC2CCCCC2)c1 (configuration not stated)	0	-2	0.0	2	-4	2.3	-2.1	4.4	0.9
COc1ccccc1OCCNc1ccc(S(=O)(=O)N2CCCC2)cn1	nt	-2	-0.3	0	nt	0.2	-4.0	nt	nt
CCOc1ccc(Nc2oc(Cc3ccccc3)nc2C#N)cc1	-9	2	5.1	2	-1	12	-2.2	0.9	1.3
CCOc1cc(/C=N\NC(=O)c2ccc(NC(=O)C(C)(C)C)cc2)ccc1OC(=O)c1cccc(C)c1	17	9	-1.1	-8	2	-1.0	-3.1	1.6	0.9
CC(NC(=O)COC(=O)c1ccc2ccccc2n1)c1ccccc1 (configuration not stated)	12	-2	nt	1	-2	-2.6	-3.7	-0.8	0.8
COc1ccc(C(=O)Nc2ccc(NC(=O)C3CCCCC3)nc2)cc1	4	-2	-1.5	2	0	0.7	-0.2	-0.3	2.1
Cc1csc(=O)n1CCC(=O)OCc1nnc(-c2ccccc2Cl)o1	-6	19	7.0	-2	-6	-1.6	-3.2	-0.8	0.1
CN(C)/C=N/C(=S)Nc1ccccc1Cl	-7	-6	0.7	2	-3	2.6	-2.2	-0.9	?
CCc1c(C)nc(SCCOc2ccc(OC)cc2)[nH]c1=O	-8	-3	-0.5	-2	-11	0.4	-3.1	0.0	1.2
O=C(CN1C(=O)NC2(CCCC2)C1=O)N1CCN(c2ccc(C(F)(F)F)cc2[N+](=O)[O-])CC1	-5	15	-0.5	3	-11	0.1	0.1	-0.5	nt
CC1CCN(CCCNC(=O)C2CCC(=O)N2C2CCCC2)CC1 (configuration not stated)	4	-1	-0.8	4	0	-1.1	-0.9	-2.3	-1.4
CN1C(=O)/C(=C/c2ccc(OCc3ccccc3F)cc2)NC1=S	5	6	0.8	1	-5	0.8	-3.7	-1.2	-0.3

Screens (PubChem)
